FEN1 inhibitor: inhibitors of human flap endonuclease 1; Potency, µM (top dose mostly 114 µM), for the others: top-dose activity change, negative = inhibition, hits mostly inhibitors; Recombinant FEN1 flap cleavage, fluorescence, 15 min; 390,000 tested, 0.35% active; further: nearly all actives have a fitted effect of over 65% in size
Target sequence (P39748 whole entry, looked up): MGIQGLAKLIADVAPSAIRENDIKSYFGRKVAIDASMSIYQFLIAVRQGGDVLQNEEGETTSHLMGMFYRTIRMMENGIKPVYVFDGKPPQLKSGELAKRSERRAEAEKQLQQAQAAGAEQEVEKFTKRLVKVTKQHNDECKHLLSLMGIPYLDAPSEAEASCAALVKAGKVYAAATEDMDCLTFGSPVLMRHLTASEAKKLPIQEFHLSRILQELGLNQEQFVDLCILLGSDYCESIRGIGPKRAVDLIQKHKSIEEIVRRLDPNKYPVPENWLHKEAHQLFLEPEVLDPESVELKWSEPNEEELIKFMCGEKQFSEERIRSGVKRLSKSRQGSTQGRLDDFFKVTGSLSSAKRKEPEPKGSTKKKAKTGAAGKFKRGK
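Read-out was taken twice, immediately and after 15 min, following addition of 50 nM substrate to 10 nM FEN1 that had sat with test compound for 15 min at room temperature. Curves came from a four-parameter Hill model.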
TDP1 block: inhibitors of human tyrosyl-DNA phosphodiesterase TDP1 | recombinant TDP1, AlphaScreen DNA substrate cleavage | Potency, µM (series often up to 130 µM), for the others: at the top dose activity change, negative = inhibition, usual class: inhibitors | Q9NUW8 | AID 485290 | 350,000 tested, 0.28% active; further: nearly all actives have a fitted effect of over 40% in size
Target sequence (Q9NUW8 whole entry, looked up): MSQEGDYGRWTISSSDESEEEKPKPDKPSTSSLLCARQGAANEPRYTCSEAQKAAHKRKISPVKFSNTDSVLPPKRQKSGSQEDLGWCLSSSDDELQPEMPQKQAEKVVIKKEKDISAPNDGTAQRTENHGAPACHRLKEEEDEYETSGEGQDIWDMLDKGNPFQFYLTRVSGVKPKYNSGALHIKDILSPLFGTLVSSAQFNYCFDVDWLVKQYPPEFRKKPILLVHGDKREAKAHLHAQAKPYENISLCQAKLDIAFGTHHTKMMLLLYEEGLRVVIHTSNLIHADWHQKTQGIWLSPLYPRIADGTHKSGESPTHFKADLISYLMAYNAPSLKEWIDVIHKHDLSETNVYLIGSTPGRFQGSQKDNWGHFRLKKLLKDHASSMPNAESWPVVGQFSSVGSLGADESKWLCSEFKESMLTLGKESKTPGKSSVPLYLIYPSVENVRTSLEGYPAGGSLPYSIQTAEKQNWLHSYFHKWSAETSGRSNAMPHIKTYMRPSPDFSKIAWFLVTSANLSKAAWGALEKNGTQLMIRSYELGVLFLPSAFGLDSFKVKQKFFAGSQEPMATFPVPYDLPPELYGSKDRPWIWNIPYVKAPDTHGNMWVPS
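Compounds were preincubated with Tdp1 (1 nM final) for 15 min at room temperature before substrate (15 nM final) started a 5 min reaction; beads (10 ug/ml final) were then added for 10 min before AlphaScreen detection.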
N370S GC mod: inhibitors or activators of N370S glucocerebrosidase for Gaucher disease. P04062. N370S GC spleen homogenate, 4MU-glucoside fluorescence. Potency, µM (highest dose often 59.4 µM), without a hit: top-dose activity change, negative = inhibition, usual class: inhibitors. 330,000 tested, 0.092% active. AID 2101;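 further: 0% = full enzyme activity and -100% = no enzyme basal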
* = called active by the depositor; ? = inconclusive; / = no result given; & = joins results of further samples; [ ] = remark or other dose. The call rests on the fitted dose curve; in most records, active means well fitted curve in the direction sought with a large enough effect; inconclusive means small, poorly fitted or top-dose-only effect, or another doubt; inactive means no such curve, though single readings can be large; an effect the other way counts as inactive or inconclusive. Unless noted, on the % scale 0 is the no-effect control and ±100 the full control effect; potency means the concentration at half of the fitted maximal effect. Rows were taken by chance; overall some 0.57% were active at least once.

| SMILES | FEN1 inhibitor | TDP1 block | N370S GC mod |
| --- | --- | --- | --- |
| COc1cccc([C@H]2Oc3ccc(OC)cc3/C(=N\O[C@@H](C)c3cn([C@H](CO)Cc4ccccc4)nn3)[C@@H]2O)c1 | / | 11.1%&6.9%[21 µM] | -11.1%&-3.6%[12.8 µM] |
| Cc1ccc(C)c(N2CCN(CC3CCCCC3)CC2)c1 | 9.3% | / | -1.8% |
| COc1ccccc1N1CCN(C(=O)c2ccc(Nc3nc4ccccc4n4nnnc34)cc2)CC1 | -11.1% | 7.5% | / |
| Cn1c(COc2ccccc2C(C)(C)C)nc2ccccc21 | -2.6% | 0.0% | / |
| CCn1c(SCCC(=O)Nc2ccccc2)nnc1-c1ccc(OC)cc1 | -1.4% | 4.7% | -2.9% |
| Cc1ccc(N2CCN(C(=S)c3ccc(-c4cccc([N+](=O)[O-])c4)o3)CC2)cc1 | -13.1% | 4.8% | 9.6% |
| CC[n+]1ccc(C)c2cc(SC(F)(F)F)ccc21 | 18.6% | 4.9% | -6.6% |
| COc1ccc2c(c1OC)C(=O)N(c1ccc(C)cc1)C2=O | -5.6% | 1.2% | 11.8% |
| Cc1cccc(C(=O)OCC(=O)c2c(N)n(CC(C)C)c(=O)n(C)c2=O)c1[N+](=O)[O-] | -13.7% | / | -3.6% |
| Cc1c(C(=O)Nc2nccs2)oc2ccc(Br)cc12 | -0.3% | -10.5% | / |

Shown with each value named: entries from further up
Compound: CCn1c(SCCC(=O)Nc2ccccc2)nnc1-c1ccc(OC)cc1
  FEN1 inhibitor: -1.4%; TDP1 block: 4.7%; N370S GC mod: -2.9%

Compound: Cc1ccc(N2CCN(C(=S)c3ccc(-c4cccc([N+](=O)[O-])c4)o3)CC2)cc1
  FEN1 inhibitor: -13.1%; TDP1 block: 4.8%; N370S GC mod: 9.6%

Compound: Cn1c(COc2ccccc2C(C)(C)C)nc2ccccc21
  FEN1 inhibitor: -2.6%; TDP1 block: 0.0%; N370S GC mod: /

Compound: COc1ccc2c(c1OC)C(=O)N(c1ccc(C)cc1)C2=O
  FEN1 inhibitor: -5.6%; TDP1 block: 1.2%; N370S GC mod: 11.8%

Remaining list, next part:
| SMILES | FEN1 inhibitor | TDP1 block | N370S GC mod |
| --- | --- | --- | --- |
| O=C1CC2(CCN(S(=O)(=O)c3ccccc3)CC2)Oc2ccccc21 | -10.4% | 3.5% | 1.6% |
| Nc1c(-c2ccc(F)cc2)cnn1C1CCS(=O)(=O)C1 (stereo not given) | 1.4% | 0.0% | 3.7% |
| Cc1ccc(-n2c(CCc3ccccc3)nnc2SCC(=O)NCc2ccccc2)cc1C | -4.6% | 5.6% | 3.1%[12.8 µM] |
| CC(C)(C)c1cc(C(=O)N/N=C/c2ccc(O)cc2)n(-c2ccccc2)n1 | -16.6% | 5.8% | -15.1% |
| O=C(Nc1cccc(-c2nnc(-c3ccccc3)o2)c1)c1ccc(Br)o1 | -14.0% | 2.3% | 13.7% |
| Cc1ccc(N(CN2C(=O)C3CC=CCC3C2=O)C(=O)c2ccco2)cc1Cl (stereo not given) | -4.8% | 6.0% | 9.5% |
| COc1ccc(NC(=O)CCSc2nnc(C)s2)cc1 | -2.1% | 6.1% | -8.7% |
| Cc1ccc(S(=O)(=O)N2CCCc3cc(NC(=O)c4ccc(C(F)(F)F)cc4)ccc32)cc1 | 1.1% | 1.2% | / |
| Fc1ccccc1Oc1nc(-c2ccncc2)nc2ccccc12 | 15.9% | 8.6% | -10.4% |
| Clc1cccc(-n2ncc3c(NC4CCCCCC4)ncnc32)c1 | -19.5% | 5.2% | / |
| Cc1cccc(NC(=S)NC(NC(=O)OCc2ccccc2)C(Cl)(Cl)Cl)c1 (stereo not given) | -4.6% | 3.1% | 7.1% |
| COC(=O)Cn1c(=NC(=O)CSCC(=O)Nc2cc(C)on2)sc2cc(C(=O)OC)ccc21 | -3.3% | / | 0.1% |
| COc1cccc(CN(Cc2ccco2)C(c2ccc(F)cc2)c2nnnn2C(C)(C)C)c1 (stereo not given) | 14.2% | 7.2% | -4.3% |
| Cc1cc(Cl)ccc1NNC(=O)CCc1ccccc1 | 4.3% | 0.0% | 5.0% |
| Cc1ccc(C)c(CN2C(=O)c3ccccc3S(=O)(=O)c3ccc(C(=O)N4CCCC4)cc32)c1 | -18.2% | 3.5% | / |
| Cc1ccc(NC(=O)c2cccc(S(=O)(=O)N(C)c3ccccc3)c2)cc1S(=O)(=O)N1CCOCC1 | -7.9% | 4.2% | -13.4% |
| COc1ccc(C(C(=O)NC2CCCC2)N(CCCO)C(=O)Cn2nnc(-c3ccc(C)o3)n2)cc1 (stereo not given) | 7.0% | / | -7.4% |
| CC(C)OC(=O)c1nnc(-c2ccccc2)nc1OC(C)C | 13.8% | 5.6% | -7.3% |
| CCOC(=O)/C(=C/C=C1\Sc2cc(C)c(C)cc2N1CC)C(C)=O | ? | 1.2% | 4.0% |
| O=C(COc1ccc2c3c(c(=O)oc2c1)CCC3)NCCN1CCOCC1 | -2.9% | 1.0% | -17.4% |
| O=C(Nc1ccccc1)Nc1ccccn1 | 2.5% | 1.1%&1.3% | ? |
| O=C(NCCNS(=O)(=O)c1ccccc1Cl)c1cc(OCC(F)(F)F)ccc1OCC(F)(F)F | -0.5% | -4.1% | 7.1% |
| O=C(Nc1nnc(-c2ccncc2)o1)c1ccc2ccccc2c1 | -4.9% | 3.6% | 7.9% |
| CC(=O)CCC(=O)OCC(=O)c1ccc(C(F)(F)F)cc1 | 7.8% | -2.5% | 11.9% |
| COc1ccc(/C=C(/NC(=O)c2ccc(C)cc2)C(=O)NCC2CCCO2)cc1 (stereo not given) | -0.5% | 0.0% | 25.2% |
| CC1CCN(Cc2cc(=O)oc3cc4c(cc23)CCCC4)CC1 | 16.5% | -1.3% | -5.7% |
| CN=C1SC(CC(=O)Nc2c(C)cccc2C)C(=O)N1/N=C/c1cccs1 (stereo not given) | -3.9% | 2.8% | -0.6% |
| COc1cccc(OCCOCCN(C)CCO)c1 | -5.1% | 1.1% | 2.2% |
| Cc1cc(O)c(/C=N/Nc2cccc(Cl)c2)c(=O)o1 | 0.4% | 11.9% | -4.8% |
| O=S(=O)(c1ccc2ccccc2c1)N1CCN(Cc2ccccn2)CC1 | 6.3% | -5.1% | 3.5% |
| CCn1c(CC2C(=O)N(C)c3ccc(Br)cc32)nc2ccccc2c1=O (stereo not given) | 5.0% | 0.0% | / |
| O=C(CC(NS(=O)(=O)c1ccc(Cl)cc1)c1ccco1)N1CCc2ccccc21 (stereo not given) | -20.6% | 2.3% | 9.2% |
| O=c1oc2c3c4c(cc2c2c1CCC2)OCCN4CCC3 | -4.7% | 3.8% | ? |
| CSc1ccccc1-c1nc(-c2ccncc2)no1 | -3.4% | / | -15.3% |
| Cc1c(C)c2cc(Cl)c(O)c(CN(C)C)c2oc1=O | 3.2% | 6.6% | ? |
| COc1ccc(O)c(C(=O)c2cnc3c(c2)c(=O)[nH]c(=O)n3C)c1 | 3.4% | 3.0% | -9.2% |
| Cn1c(=O)c(=O)n(C)c2cc(S(=O)(=O)N3CCCCC3)ccc21 | -4.5% | -3.3% | -13.9% |
| CCN(CC)CCNC(=O)c1ccc(Cl)c(S(=O)(=O)Nc2ccccc2OC)c1 | -3.3% | 1.9% | 0.6% |
| CCn1c(CC(=O)Nc2ccc(F)cc2)nnc1SCC(=O)N1CCOCC1 | 0.5% | 4.6% | 1.8% |
| CCC1CCCCN1CCCNC(=O)c1ccc2c(c1)N(Cc1ccc(F)cc1)C(=O)c1ccccc1S2=O (stereo not given) | 19.0% | 1.3% | -1.5% |
| Cc1ccc(C)n1-c1ccc(-c2nnco2)cc1 | / | -7.6% | -14.0% |
| N#C/C(=C\c1c[nH]c2ccc(Br)cc12)c1ccccn1 | -17.1% | / | -5.4% |
| CC1CCCC(C)N1C(=O)COc1ccc(C(=O)Nc2ccccc2N2CCOCC2)cc1 (stereo not given) | -4.0% | -5.0% | 3.2% |
| COC(=O)c1sccc1NC(=O)c1c(-c2ccccc2)noc1C | -15.3% | 5.4% | 2.2% |
| NC(=O)NC(=O)CSc1nc(C2CCCCC2)n(-c2ccccc2)n1 | -7.3% | 1.1% | 8.4% |
| CC(C)=CCC[C@](C)(O[C@@H]1O[C@H](CO[C@@H]2OC[C@H](O[C@@H]3OC[C@@H](O)[C@H](O)[C@H]3O)[C@H](O)[C@H]2O)[C@@H](O)[C@H](O)[C@H]1O)C1CC[C@]2(C)C1[C@H](O)CC1[C@@]3(C)CC[C@H](O)C(C)(C)C3[C@@H](O)C[C@]12C (stereo not given in full) | 14.8% | 0.6% | / |
| CCCCc1cc2c(cn1)C(=O)C(C)(OC(C)=O)C(=O)C2 (stereo not given) | / | 4.9%[21 µM] | 12.5%[12.8 µM] |
| CCC1C/C(=C\c2cccnc2)C(=O)/C(=C/c2cccnc2)C1 (stereo not given) | -5.8% | 2.7% | -5.7% |
| CC(=O)N1c2ccc(S(=O)(=O)N3CCCC(C(=O)Nc4cccc(F)c4)C3)cc2CC1C (stereo not given) | 4.8% | / | -16.0% |
| O=c1cc(NCc2ccccc2)nc2ccccn12 | 12.5% | 0.0% | 0.3% |

Continuation.
| SMILES | FEN1 inhibitor | TDP1 block | N370S GC mod |
| --- | --- | --- | --- |
| Cc1ccc(S(=O)(=O)CC2CSc3nc(N)cc(=O)n32)cc1 (stereo not given) | 5.2% | -1.0% | 7.0% |
| Cc1ccc2c(c1)N(C(=O)CCC(=O)NCc1cccnc1)CCO2 | -0.1% | / | -2.6% |
| OCCC1CN(Cc2cccc(OC3CCCC3)c2)CCN1Cc1ccsc1 (stereo not given) | -1.6% | -2.7% | -9.1% |
| CC(C)(C)N1C(=O)[C@H]2[C@@H](c3ccc(Br)cc3)N3C(=O)N(c4cccc(Br)c4)C(=O)[C@@]3(Cc3ccccc3)[C@H]2C1=O | -4.9% | / | -13.4% |
| O=C(O)c1ccc(CNCc2cccc(OCc3ccc(F)cc3)c2)cc1 | -8.3% | / | -12.0% |
| Cc1sc(NC(=O)c2ccco2)c(C(Nc2ccccn2)c2ccccc2)c1C (stereo not given) | -18.8% | 4.4% | -4.0% |
| Cc1ccc(S(=O)(=O)N2CCN(C(=O)N(C)C)CC2)cc1C | 6.3% | 6.8% | -0.1% |
| Cc1ccc(N(CN2CCCC2=O)C(=O)c2ccc(OC(C)C)cc2)cc1 | 3.4% | 2.1% | 2.4% |
| COc1ccc(NC(=S)N(CCN(C)C)Cc2cccs2)cc1 | -4.4% | -2.6% | -4.4% |
| Cc1cc(=O)[nH]c(SCC(=O)Nc2ccccc2[N+](=O)[O-])n1 | -0.8% | 2.7% | -2.7% |
| CC(=O)c1ccc(S(=O)(=O)NC2CC(=O)N(c3cccc(F)c3)C2)cc1 (stereo not given) | -13.6% | / | -10.3% |
| CCC(C)NC(=O)c1cc(Sc2cccc(Cl)c2)nc2ccccc12 (stereo not given) | 7.8% | 5.2% | / |
| CCCC(=O)Nc1ccc(Cl)c(NC(=O)c2ccc([N+](=O)[O-])cc2Cl)c1 | 13.6% | 1.4% | -1.3% |
| COc1ccc(C(=O)Nc2cc(OC)cc3cccnc23)cc1 | -23.6% | / | 2.8% |
| COc1cccc2sc(Nc3nc(-c4ccncc4)cs3)nc12 | 9.1% | 5.0% | -29.6% |
| Cc1ccc(SCC(=O)n2nc(C)cc2C)cc1 | -0.6% | -4.6% | 2.2% |
| CCCCN(C)S(=O)(=O)c1cc(-c2nnc3c4ccccc4c(C)nn23)ccc1C | -6.1% | 3.8% | / |
| CCOc1ccc(Nc2sc(C(=O)c3ccc(F)cc3)c(N)c2S(=O)(=O)c2ccc(C)cc2)cc1 | -5.1% | -5.3% | / |
| COc1ccc(NS(=O)(=O)c2ccc3c(c2)NC(=O)CC(=O)N3)cc1OC | -10.6% | 1.8% | 5.6% |
| COc1cc(Cc2ccc(N)c(OC)c2)ccc1N | 33.8% | 0.0% | -3.1% |
| O=C(Nc1ccccc1)c1nc[nH]c1C(=O)NCc1ccccc1 | -12.0% | 0.0% | / |
| CCOC(=O)CSc1nc2c(sc3ccccc32)c(=O)n1Cc1ccc(C)cc1 | 2.2% | -2.5% | / |
| N#Cc1ccc(CSc2nnc(Nc3ccccc3)s2)cc1 | -2.6% | 3.0% | 0.7% |
| O=C(Oc1ccc([N+](=O)[O-])cc1)c1ccc(Cl)c(S(=O)(=O)N2CCCCC2)c1 | / | 4.2% | 3.5% |
| Cc1cccc(N2CCN(Cc3cc(=O)n4ccsc4n3)CC2)c1C | 0.1% | 4.8% | -20.1% |
| Oc1ccc(/C=N/n2c(COc3ccccc3)n[nH]c2=S)cc1O | 2.5% | / | -14.3% |
| CC(C)(C)c1ccc(OCCC(=O)OCC(=O)NC(=O)NC2CCCC2)cc1 | ? | / | 7.9% |
| Cc1cc(C)nc(SCc2ccc(C(=O)N/N=C3\CC(C)CC(C)(C)C3)cc2)n1 (stereo not given) | -8.5% | 8.2% | -0.5% |
| CCOc1ccccc1CN1C(=O)NC2(CCCCCC2)C1=O | -5.8% | / | 0.5% |
| CCc1ccc(-c2cc(C)no2)cc1S(=O)(=O)N1CCN(c2ccccn2)CC1 | 4.6% | 3.3% | -7.6% |
| CC(NCCOCCOc1ccccc1)c1ccccc1 (stereo not given) | 6.9% | 5.4% | -4.8% |

Bioassay records as filed in PubChem.
